High-throughput results deposited in PubChem by National Center for Advancing Translational Sciences (NCATS).
EPAC1 antag = EPAC1 (human) antagonism; EPAC1 GEF assay, Rap1b-BODIPY-GDP exchange fluorescence; Potency, µM (doses to about 115 µM), for the others: at the highest dose activity change, negative = inhibition, hits mostly inhibitors; 360,000 compounds, 0.14% hits;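 also: potency is read from the fitted curve at half-maximal effect; plate controls were vehicle for no effect and positive control for full effect; nearly all actives have a fitted effect of over 50% in size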
PLK1 PBD inh = PLK1 (human) polo-box domain binding inhibition | Plk1 PBD binding of FITC phosphopeptide, fluorescence polarization | 360,000 compounds, 2.8% hits | AID 720504 | Potency, µM, for the others: max response, negative = inhibition, usual class: inhibitors | P53350; also: potency is read from the fitted curve at half-maximal effect; series mostly up to about 57 µM; % is scaled to controls: 0 for no effect and ±100 for the full control effect; nearly all actives have a fitted effect of over 65% in size
EPAC1 agonist = agonists of human EPAC1 | 360,000 compounds, 0.073% hits | EPAC1 agonist qHTS, biochemical assay; response scale: 100% = response to 6.5 mM cAMP | AID 720707 | Potency, µM (titrated, usually from 154 µM), for the others: top-dose activation, hits mostly activators; also: potency is read from the fitted curve at half-maximal effect; nearly all actives have a fitted effect of over 60% in size
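Nucleotide exchange by EPAC1 (100 nM) on Rap1B–BODIPY-GDP (250 nM) in the presence of 50 uM GDP is tracked fluorescently at 480/540 nm over 30 min. Signals are normalized to a 6.5 mM cAMP control.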
IL-2 act = IL-2 activation; 360,000 compounds, 0.065% hits; AID 652025; activation, % (series mostly up to about 46 µM); IL-2 activation reporter assay, cell-based qHTS; stimulated with anti-CD3/CD4/CD28 beads; in transgenic mouse T cells; in the data active = activation above about 50%; inconclusive = mostly about 30% to 49%; also: 0% is about no effect
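Using fluorescent plate cytometry, EGFP and DsRed are detected in transgenic mouse T cells stimulated 18 h at 37 degrees C with antibody-coated beads after 60 min compound pretreatment.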
GLP1R ag = agonists of human GLP-1 receptor. Potency, µM (top dose mostly 45.6 µM), for the others: top-dose activation, hits mostly activators. 380,000 compounds, 0.007% hits. AID 624172. HEK293 GLP-1R CRE-luciferase, luminescence, 4-6 h; cells express a hypersensitive GLP-1R form; also: potency is read from the fitted curve at half-maximal effect; % of control where 0% means no effect
Target sequence (P43220 whole entry, looked up): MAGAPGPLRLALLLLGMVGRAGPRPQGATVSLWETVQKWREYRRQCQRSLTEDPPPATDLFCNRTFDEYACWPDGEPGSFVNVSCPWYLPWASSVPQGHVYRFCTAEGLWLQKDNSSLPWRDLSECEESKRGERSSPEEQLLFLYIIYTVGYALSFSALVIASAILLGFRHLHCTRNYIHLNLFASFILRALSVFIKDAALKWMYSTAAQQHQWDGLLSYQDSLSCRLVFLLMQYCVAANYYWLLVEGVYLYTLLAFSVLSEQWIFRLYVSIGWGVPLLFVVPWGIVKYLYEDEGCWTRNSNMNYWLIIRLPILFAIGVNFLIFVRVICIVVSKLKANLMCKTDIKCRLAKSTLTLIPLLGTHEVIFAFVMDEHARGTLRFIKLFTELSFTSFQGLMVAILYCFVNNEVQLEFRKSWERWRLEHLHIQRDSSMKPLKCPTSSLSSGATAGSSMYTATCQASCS
HEK293 tox = cytotoxicity counter-screen for GLP-1 receptor inverse agonists; HEK293 cAMP-luciferase reporter cells, luminescence, 24 h; 410,000 compounds, 0.13% hits; Potency, µM (series often up to 38.3 µM), for the others: at the top dose activity change, negative = inhibition, most hits filed as inhibitors;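 also: loss of luciferase light is scored as toxicity; potency is read from the fitted curve at half-maximal effect; % is scaled to controls: 0 for no effect and ±100 for the full control effect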
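1536-well qHTS counterscreen of the MLSMR; 200 cells/uL, 12 h pre-incubation, 23 nL cpd, 24 h at 37 deg C 5% CO2, luciferase detection reagent, 12 min RT, luminescence. Inhibition = undesired.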
PTHR1 agonist = activates the human parathyroid hormone receptor PTHR1 | AID 743266 | Q03431 | 410,000 compounds, 0.075% hits | HEK293 GP2 PTHR1 cells, GloSensor cAMP luminescence, 1 h | Potency, µM (top dose mostly 115 µM), for the others: at the highest dose activation, hits mostly activators; also: potency is read from the fitted curve at half-maximal effect; nearly all actives have a fitted effect of over 55% in size; some results filed as inactive show a strong effect at the top dose; inactives centre near -15; many of its hits are not listed in these tables
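HEK-293-derived GP2 cells expressing PTHR1 and a GloSensor cAMP reporter, 3,000/well, plated overnight, given luciferin plus IBMX (each 0.5 mM as added) for 1 h at 37 °C, then compound for 1 h at 37 °C. Luminescence was read after 15 min at room temperature.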
PI5P4Ka inh = inhibitors of human PI5P4K alpha | P48426 | PI5P4Kalpha enzyme, ADP-Glo luminescence, 60 min; hits give low values | max response, % | 330,000 compounds, 1.2% hits | AID 652105; active = max response of -50% or lower; inconclusive = between -30% and -50%; inactive = -30% or higher; also: value at the top dose of about 77 µM; % is scaled to controls: 0 for no effect and ±100 for the full control effect
Target sequence (P48426 whole entry, looked up): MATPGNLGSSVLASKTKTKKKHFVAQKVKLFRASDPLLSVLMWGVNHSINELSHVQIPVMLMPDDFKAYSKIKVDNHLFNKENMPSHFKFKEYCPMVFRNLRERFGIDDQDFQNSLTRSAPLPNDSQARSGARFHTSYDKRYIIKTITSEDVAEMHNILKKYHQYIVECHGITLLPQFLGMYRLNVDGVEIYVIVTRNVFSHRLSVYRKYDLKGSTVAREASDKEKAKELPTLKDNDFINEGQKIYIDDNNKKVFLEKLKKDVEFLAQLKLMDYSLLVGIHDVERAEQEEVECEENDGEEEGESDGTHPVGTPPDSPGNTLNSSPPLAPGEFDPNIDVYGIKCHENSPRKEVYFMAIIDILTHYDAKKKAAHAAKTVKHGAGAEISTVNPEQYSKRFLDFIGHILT
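Enzyme plus substrate dispensed, test compounds pinned in, then ATP (5 microM final) added. After 60 min at RT, ADP-Glo reagent 1 for 45 min and reagent 2 for 30 min preceded luminescence imaging.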
GLP1R inv ag = inverse agonists of human GLP-1 receptor; HEK293 GLP-1R CRE-luciferase, luminescence, 24 h; GLP-1R form is constitutively active; AID 624417; Potency, µM (series often up to 38.3 µM), inactives show at the top dose activity change, negative = inhibition, actives largely listed as inhibitors; 410,000 compounds, 1.6% hits; also: potency is read from the fitted curve at half-maximal effect; % is scaled to controls: 0 for no effect and ±100 for the full control effect; nearly all actives have a fitted effect of over 55% in size
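Cells are plated, allowed 12 hours at 37 deg C, then treated with compounds for 24 hr before luciferase detection reagent is added and luminescence is read after 12 min at room temperature. The HEK293 line carries constitutively active GLP-1R with a cAMP-responsive reporter.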
Starred values were filed as active, the others as inactive; i = inactive; ? = inconclusive; nt = no result given; & = joins results of further samples; [ ] = dose if it differs, or a comment. Unless noted, calls follow the shape of the dose curve; as a rule, active = well fitted curve in the direction sought with a large enough effect; inconclusive = small, poorly fitted or top-dose-only effect, or another doubt; inactive = no such curve, though single readings can be large; an effect the other way counts as inactive or inconclusive. Some of the compounds tested (hit frequency here may not be typical).

SMILES	EPAC1 antag	PLK1 PBD inh	EPAC1 agonist	IL-2 act	GLP1R ag	HEK293 tox	PTHR1 agonist	PI5P4Ka inh	GLP1R inv ag
COc1ccc(NC(=O)CN(C)C(=O)c2cc(CN3C(=O)c4ccccc4C3=O)ccc2OC)cc1	23%	-6%	1%	-4.2	-9%	8%	-10%	-10	-16%
CC(C)CC(=O)c1c[nH]c(C(=O)O)c1	-10%	-4%	1%	-0.6	5%	-1%[7.66 µM]	i	6	-12%[7.66 µM]
COc1ccccc1N1CCN(c2ncnc3onc(-c4ccc(F)cc4)c23)CC1	nt	nt	nt	nt	0%	-6%	-24%	nt	8%
CC(=O)c1cccc(NC(=O)C2(C)Cc3c(-c4cccc(C(N)=O)c4)ccnc3O2)c1 (configuration not stated)	-4%	-6%	4%	-0.3	14%	-9%	-6%	2	2%
CN(Cc1ccco1)c1ncnc2ccc(-c3ccccc3Cl)cc12	?	nt	5%	-0.2	20%	nt	-44%[inhibitor]	nt	nt
COC(=O)C1=CNC=C(C(=O)OC)C1c1cccc2ccccc12	-13%	-14%	3%	-0.4	13%	84%[activator]	i	2	?
Nc1ccc2c(c1)C(=O)c1ccc(Cl)cc1-2	7%	-6%	2%	-0.6	11%	4%	-2%	3	-18%
c1ccc2c(Nc3nc(-c4ccncc4)nc4ccccc34)cccc2c1	3%	1%	-3%	-2.1	18%	-30%	-1%	0	?
CCOC(CNC(=O)c1[nH]c(C(F)(F)F)nc1-c1ccccc1)OCC	3%	-2%	1%	0.5	-6%	-10%	-22%	5	28%
COc1ccc(S(=O)(=O)NC(C)(C)C)cc1-c1nnc2c3ccccc3c(C)nn12	10%	-7%	-2%	0.6	11%	1%&-2%	1%	3	23%&124%
CCc1cc2c(cc3c(=O)n(CC(=O)N4CCN(C)CC4)ncn32)s1	1%	21µM*	9%	-2.3	10%	6%	i	-9	-20%
COc1ccccc1-n1c(=S)[nH]c2c(sc(=S)n2-c2ccccc2)c1=O	2%	-16%	4%	1.7	-3%	4%	i	-12	-28%
N[C@@H](CCC(=O)N[C@@H](CSN=O)C(=O)NCC(=O)O)C(=O)O	4%	?	-20%	-0.5	3%	5%	-20%	-27	9%
O=S(=O)(c1cccc(C(F)(F)F)c1)c1ccc(O)cn1	-9%	2%	-4%	-2.6	-1%	6%	i	-6	11%
O=C(CCc1nc2ccccc2c(=O)[nH]1)OCc1ccc(-c2ccccc2)cc1	5%	0%	7%	3.8	-1%	15%	i	2	16%
CCCCc1c(O)nc(SCC(=O)NCC2CCCO2)[nH]c1=O (configuration not stated)	-1%	-7%	-11%	0.3	-6%	-7%	-4%	-22	17%
COc1cccc(NC(=O)Nc2nc(SC(C)(C)C)ns2)c1	-20%	-10%	12%	-0.1	0%	?	-84%[inhibitor]	-6	5.6µM*
CCc1nnc(NC(=O)CSc2ccc(-c3ccc(-n4cccn4)cc3)nn2)s1	7%	-15%	4%	-3.5	5%	-4%	-24%	-1	24%
COC(=O)C(C(=O)OC)c1ncccc1[N+](=O)[O-]	6%	-1%	2%	0.1	8%	-16%	i	0	15%
CCCCOc1ccc(/C=C/C(=O)N(CC)CC(=O)Nc2ccc3c(c2)OCCO3)cc1OC	-4%	-5%	5%	-3.8	4%	-5%	i	0	?
CC(=O)Nc1ccc(S(=O)(=O)N2CCN(c3ncccn3)CC2)cc1	-5%	-1%	-1%	0.4	14%	2%	-4%	5	1%
CCOc1ccccc1NC(=O)C(OC(=O)c1ccc(O)cc1)c1ccccc1 (configuration not stated)	-19%	-24%	24%	0.2	3%	-2%	i	3	?
CCc1nnc(SCC(=O)Nc2ccccc2)nc1CC	14%	-2%	-11%	-2.8	3%	6%	-1%[57.5 µM]	nt	41%[activator]
CC1CCCCN1C(=O)CCS(=O)(=O)c1cc2c(cc1Cl)NC(=O)CO2 (configuration not stated)	-3%	-17%	-6%	-0.3	7%&-2%	-14%&1%	-1%	-3	-1%&13%
COc1ccc(NC(=O)c2c(N)cnn2C)cc1	?	-14%	8%	-1.2	-2%	9%	-8%	-8	52%[activator]
CCN(CC)C(=O)CSc1nc2c(sc(=S)n2-c2ccccc2)c(=O)n1-c1ccc(OC)cc1OC	2%	3µM*	8%	-1.1	6%	-1%	-14%	?	-1%
O=C(CCC(=O)N1CCOc2ccccc21)NCCc1ccccc1	-5%	-8%	-1%	0.6	-7%	2%	i	-6	-7%
COc1cccc(CNC(=O)CCNC(=O)C2CCN(S(=O)(=O)c3ccccc3)CC2)c1	-4%	8%	-13%	0.7	-2%	-11%	i	8	-15%
FC(F)(F)c1ccccc1Cc1c(-c2cccc(Cl)c2)nc2c3ccccc3ccn12	-17%	-2%	-11%	0.0	2%	2%	0%	0	4%
COC(=O)N/N=C/c1ccc([N+](=O)[O-])s1	?	-20%	-4%	-0.5	-1%	-1%	i	1	16%
COc1ccc(OC)c(CNC(=O)C2CCCN(S(=O)(=O)N3CC(C)CC(C)C3)C2)c1 (configuration not stated)	8%	-8%	3%	-3.8	4%	-5%	i	2	?
O=C(Nc1ccc2ccccc2n1)c1ccc(Cl)cc1	-1%	2%	3%	-1.6	5%	-1%	-32%	-4	-24%
COc1ccccc1/C=N/NC(=O)c1nnn(-c2nonc2N)c1CN(C)c1ccccc1	?	-4%	21%	-0.7	-3%	-17%	-37%[inhibitor]	-4	?
CCCn1c(SCC(=O)Nc2ccc(OC)cc2)nnc1-c1ccncc1	7%	0%	-4%	-1.7	-7%	0%	i	nt	0%
Cc1nc2ccc(Cc3ccc4nc(C)[nH]c4c3)cc2[nH]1	2%	1%	-3%	0.1	-2%	-9%	-13%[57.5 µM]	2	26%
Cc1cccnc1C(NC(=O)C1CCN(Cc2ccccc2)CC1)c1ccc(F)cc1 (configuration not stated)	-9%	-1%	-5%	0.1	-1%	-26%	-15%	-2	?
CCC(=O)c1ccc(OCC(=O)OCC(=O)N2CCc3ccccc32)cc1	10%	-3%	-12%	-4.4	-11%	4%	i	-3	12%
COCc1cc(C)nc(SCC(=O)Nc2ccc(N3CCOCC3)cc2)c1C#N	0%	-4%	5%	-1.5	19%	-2%	-19%	-6	5%
Cn1c(SCC(=O)Nc2ccc(NC(=O)c3ccccc3F)cc2)nnc1-c1ccncc1	-6%	2%	-2%	-0.7	5%	-1%	-7%	6	7%
CC(C)=CCN1CCN(Cc2cc3ccccc3[nH]2)CC1CCO (configuration not stated)	-12%	-4%	15%	-0.6	8%	-1%	i	-2	5%
O=C(Cc1ccc([N+](=O)[O-])cc1)N/N=C/c1cccnc1	17%	5%	-1%	0.5	-6%	1%	i	3	31%
CN(C)c1nc(N)c([N+](=O)[O-])c(NCCO)n1	-3%	-7%	8%	-4.1	5%	-5%	-24%	0	0%
COCCNC(=S)N(C)[C@H]1C[C@H]2c3cc(-c4ccccc4)ccc3CCN2C(=O)[C@H]1[C@H](C)O	-26%	-16%	8%	-3.4	16%	-11%	-23%	0	17%
CCOC(=O)c1sc(Nc2nc3c(F)cccc3s2)cc1C	9%	2%	5%	0.1	10%	38%[activator]	-7%	13	29%
Cc1cccc(C(=O)Nc2nnc(-c3ccc(C(C)(C)C)cc3)s2)c1	2%	-7%	-4%	-1.1	-9%	4%	-22%[57.5 µM]	2	11%
CCc1ccc(NC(=O)c2ccc3c(c2)C(=O)N(Cc2ccco2)C3=O)cc1	-14%	-25%	-13%	-1.4	-2%	8%	-79%[inhibitor]	?	-14%
Cc1ccc(-n2c(O)c(C=NCc3ccccn3)c3ccccc3c2=O)cc1C	-13%	-13%	-5%	-4.5	-2%	-4%	-14%	-9	?
COC(=O)[C@@]12CCCCN1[C@H](c1ccc(-c3cccc(Cl)c3)cc1)[C@H]1C(=O)N(C)C(=O)[C@H]12	1%	-6%	1%	-0.3	-3%	-25%	i	14	-14%
COc1ccc(-c2oc3ccccc3c2C(=O)OCc2ccc(O)cc2)cc1	-17%	20%	7%	-2.2	-3%	-7%	-14%	26	?
COC(=O)CN(C)C1CC(=O)N(c2ccc(Cl)cc2)C1=O (configuration not stated)	12%	-3%	-6%	-3.0	4%	-14%	-15%	nt	?
COc1cc(/C=C/C(=O)OCC(=O)Nc2cc(C(F)(F)F)ccc2N2CCOCC2)ccc1O	11%	-13%	-7%	-0.3	3%	-23%	i	-10	6%
C[C@H](O)[C@@H]1C(=O)N2CCc3ccc(-c4cccc(F)c4)cc3[C@@H]2C[C@@H]1N(C)C(=O)Nc1ccccc1	-9%	3%	-13%	0.1	-7%	-10%	-21%	-2	-10%
COc1cc(OC)c(C2=Nc3ccc(Br)cc3C(c3ccccc3)N2CC(=O)NN)cc1OC (configuration not stated)	-4%	-6%	5%	-0.5	10%	3%	-62%[inhibitor]	-4	-7%
Cc1cccc(CN(C)C[C@@H]2OCc3cnnn3CCCC(=O)N([C@@H](C)CO)C[C@H]2C)c1	8%	0%	-5%	-0.9	2%	3%	-18%	0	21%
O=C(O)c1ccc(Cl)c(S(=O)(=O)Nc2ccc(OCc3ccccc3)cc2)c1	-6%	-4%	1%	0.9	1%	-18%	i	2	-8%
O=C(O)c1ccccc1-c1cn2cc(Cl)ccc2n1	2%	-10%	1%	1.2	-2%	4%	-2%	7	4%
CCOC(=O)c1ccc(-n2cncn2)nc1	-10%	-1%	0%	0.9	-14%	9%	-12%[57.5 µM]	-3	20%
O=C(NCC1(N2CCCCC2)CCCCC1)c1cccc(S(=O)(=O)Nc2ccc(F)cc2)c1	19%	-8%	2%	-0.1	-3%	-18%	?	1	?
